Screening data as filed in PubChem BioAssay.
697 NFkB inh: inhibitors of the PMA/ionomycin-induced NF-kB reporter in 697 B cells. 697 B-cell NF-kB luciferase reporter, 16 h. AID 435022. inhibition, % at 4 µM. actives 0.33% (n = 330,000); in the data active means inhibition above about 35%
Gli-Sufu antag: antagonists of Gli-Sufu signaling. Sufu-KO-LIGHT fibroblasts, Gli luciferase reporter luminescence. inhibition, % at 5 µM. actives 0.74% (n = 340,000). AID 588413;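 active means inhibition above about 55%, limit read from the data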;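 further: 0% = DMSO-treated cells and 100% = wells with medium but no cells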
APJ antag: APJ receptor antagonism | P35414 | CHO-K1 APJ beta-arrestin complementation, luminescence | inhibition, % at 20 µM | actives 0.32% (n = 330,000);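 active means inhibition above about 40% at 20 µM, limit read from the data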;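 further: cells challenged with 10 nM apelin-13 agonist together with compound; plate controls were apelin-13 plus DMSO wells for no effect and DMSO wells lacking apelin-13 for full effect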
Target sequence (P35414 whole entry, looked up): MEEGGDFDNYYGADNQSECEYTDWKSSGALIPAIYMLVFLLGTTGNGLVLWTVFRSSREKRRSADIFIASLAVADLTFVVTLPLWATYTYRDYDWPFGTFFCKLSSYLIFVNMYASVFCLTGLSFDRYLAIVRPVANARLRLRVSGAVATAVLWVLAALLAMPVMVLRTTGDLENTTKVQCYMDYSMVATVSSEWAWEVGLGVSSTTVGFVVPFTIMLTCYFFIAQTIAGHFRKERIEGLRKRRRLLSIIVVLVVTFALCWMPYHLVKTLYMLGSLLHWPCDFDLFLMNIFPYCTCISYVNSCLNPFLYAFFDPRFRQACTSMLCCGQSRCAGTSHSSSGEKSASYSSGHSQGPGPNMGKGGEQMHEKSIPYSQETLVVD
Jurkat NFkB inh: lowers PMA/ionomycin-induced NF-kB signal in Jurkat cells; inhibition, % at 4 µM; PMA/ionomycin-induced NF-kB luciferase reporter, luminescence; AID 435003; actives 0.53% (n = 330,000); in the data active means inhibition above about 50%
UBC13 inh: inhibitors of human UBC13 polyubiquitin chain formation | P61088 | TR-FRET | inhibition, % at 20 µM | actives 0.47% (n = 330,000) | AID 485273; in the data active means inhibition above about 45%, passing the limit was not always enough
CXCR6 inh: inhibitors of human CXCR6 receptor | O00574 | CHO-K1 PathHunter CXCR6 beta-arrestin, luminescence | inhibition, % at 20 µM | actives 0.36% (n = 360,000); in the data active means inhibition above about 34%, passing the limit was not always enough;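 further: antagonist mode with CXCL16 agonist at 10 nM final; 0% = 10 nM CXCL16 with DMSO and 100% = unstimulated wells without agonist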
Target sequence (O00574 whole entry, looked up): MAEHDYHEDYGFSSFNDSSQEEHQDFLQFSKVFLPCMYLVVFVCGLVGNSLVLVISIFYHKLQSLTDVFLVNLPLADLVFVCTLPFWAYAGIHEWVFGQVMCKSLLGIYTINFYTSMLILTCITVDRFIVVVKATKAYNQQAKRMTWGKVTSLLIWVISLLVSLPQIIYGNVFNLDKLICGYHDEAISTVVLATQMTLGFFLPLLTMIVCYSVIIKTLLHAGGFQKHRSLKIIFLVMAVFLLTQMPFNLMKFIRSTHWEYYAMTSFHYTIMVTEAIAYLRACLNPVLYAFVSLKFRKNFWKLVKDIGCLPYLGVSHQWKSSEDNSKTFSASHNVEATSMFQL
EBI2 antag: antagonists of human EBI2 receptor | actives 0.81% (n = 360,000) | inhibition, % at 5 µM | EBI2 beta-arrestin recruitment, luminescence, 7a,25-OHC stimulated; in the data active means inhibition above about 38%;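 further: enzyme fragment complementation signal reports receptor beta-arrestin coupling in cells; 0% = agonist plus DMSO wells and 100% = wells without agonist; some results beyond the cut were filed as inactive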
Target sequence (P32249 whole entry, looked up, the tested form may be a part): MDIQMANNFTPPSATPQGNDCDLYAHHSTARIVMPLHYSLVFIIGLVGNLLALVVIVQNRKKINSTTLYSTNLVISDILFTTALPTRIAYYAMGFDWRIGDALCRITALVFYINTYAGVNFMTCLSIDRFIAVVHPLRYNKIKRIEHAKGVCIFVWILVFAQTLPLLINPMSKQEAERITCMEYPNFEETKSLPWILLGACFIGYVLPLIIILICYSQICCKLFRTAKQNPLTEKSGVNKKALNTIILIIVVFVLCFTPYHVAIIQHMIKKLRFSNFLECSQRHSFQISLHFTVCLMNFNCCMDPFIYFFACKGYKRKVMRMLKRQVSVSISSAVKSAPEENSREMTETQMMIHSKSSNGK
CCR6 antag: blocks CCL20-driven beta-arrestin recruitment at human CCR6 | P51684 | AID 493098 | actives 0.49% (n = 340,000) | inhibition, % at 20 µM | CHO-K1 CCR6 PathHunter beta-arrestin, luminescence, CCL20-stimulated;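 active means compounds whose inhibition of the agonist-driven luminescence signal at 20 µM reaches about 50%, limit read from the data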;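 further: cells stimulated with CCL20 at 14 nM final; plate controls were DMSO with CCL20 for no effect and DMSO without agonist for full effect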
An asterisk follows results filed as active; nt = not tested or not shown.

1) O=C(CN(Cc1ccccc1F)C(=O)Cn1nnc(-c2cccs2)n1)NCC1CCCO1 (stereo unspecified)
2) O=C(Nc1nnc(COc2ccc(F)cc2)s1)c1cccs1
3) Cc1cccc(NS(=O)(=O)c2ccc(C(=O)NCC(c3ccco3)N(C)C)cc2)c1C (stereo unspecified)
4) Cc1ccccc1CSc1ncc(C#N)c(N)n1
5) CCN(CC(=O)Nc1ccccc1C(F)(F)F)C(=O)CN1C(=O)NC2(CCCC2)C1=O
assay / compound	1	2	3	4	5
697 NFkB inh	13.4	-14.5	-11.9	-42.3	-22.2
Gli-Sufu antag	6.7	6.6	13.4	-46.1	-6.8
APJ antag	1.6	4.1	-3.3	12.3	3.9
Jurkat NFkB inh	1.1	-15.2	1.0	-14.9	-18.8
UBC13 inh	4.9	-6.4	-3.6	8.6	-10.8
CXCR6 inh	-1.6	-5.7	-2.1	0.7	0.8
EBI2 antag	-4.2	-4.4	2.7	-0.1	-7.6
CCR6 antag	-2.7	-0.7	17.3	13.4	0.4

6) COc1cc2c(cc1OC)C(C)N(C(C)=O)CC2 (stereo unspecified)
7) O=C(CCCN1C(=O)c2ccccc2C1=O)N1CCCCC1
8) CCCC(=O)Nc1cc(C(=O)O)ccc1Sc1ccccc1
9) O=C(C1CCCN(Cc2ccncc2)C1)N1CCc2ccccc2C1 (stereo unspecified)
10) O=C1NC(=O)/C(=C\c2ccc(Oc3ccc([N+](=O)[O-])cn3)cc2)S1
assay / compound	6	7	8	9	10
697 NFkB inh	20.5	1.2	8.4	-14.2	-12.0
Gli-Sufu antag	5.8	-5.1	2.4	0.5	22.3
APJ antag	7.6	15.6	7.5	14.4	-20.9
Jurkat NFkB inh	-1.8	-7.8	10.2	-10.6	2.9
UBC13 inh	-1.0	2.1	-1.4	-2.1	-23.0
CXCR6 inh	5.5	6.5	2.4	0.5	-20.4
EBI2 antag	-3.4	7.1	-2.0	-7.6	-4.7
CCR6 antag	-10.1	-0.1	6.7	7.5	4.9

11) Cc1ccc(CNC(=O)c2ccccc2NS(=O)(=O)c2ccc(Cl)nc2)cc1
12) O=C(O)/C=C/C(=O)Nc1ccc2c(c1)C(=O)c1ccccc1C2=O
13) COC(=O)C1CCN(S(=O)(=O)c2cc3c4c(c2)CCN4C(=O)CC3)CC1
14) O=C(CCC(=O)c1ccc(Cl)cc1)NCc1ccccc1
15) Cc1ccc(C)n1-c1ccc(-c2nnc3n2CCCCC3)s1
assay / compound	11	12	13	14	15
697 NFkB inh	-7.9	-14.3	-23.4	7.3	0.8
Gli-Sufu antag	0.2	-8.3	4.4	4.0	-0.1
APJ antag	-9.6	-46.8	-50.3	-3.0	3.3
Jurkat NFkB inh	11.8	-21.4	-7.4	19.0	0.9
UBC13 inh	7.3	-6.7	-0.2	9.9	-14.8
CXCR6 inh	4.0	-8.6	-3.9	7.7	-18.4
EBI2 antag	0.1	-5.7	-5.2	-7.9	-5.1
CCR6 antag	-9.9	-8.7	-0.1	7.3	-2.9

Compounds 4 through 12, quoted:
4) Cc1ccccc1CSc1ncc(C#N)c(N)n1
5) CCN(CC(=O)Nc1ccccc1C(F)(F)F)C(=O)CN1C(=O)NC2(CCCC2)C1=O
6) COc1cc2c(cc1OC)C(C)N(C(C)=O)CC2 (stereo unspecified)
7) O=C(CCCN1C(=O)c2ccccc2C1=O)N1CCCCC1
8) CCCC(=O)Nc1cc(C(=O)O)ccc1Sc1ccccc1
9) O=C(C1CCCN(Cc2ccncc2)C1)N1CCc2ccccc2C1 (stereo unspecified)
10) O=C1NC(=O)/C(=C\c2ccc(Oc3ccc([N+](=O)[O-])cn3)cc2)S1
assay / compound	4	5	6	7	8	9	10
697 NFkB inh	-42.3	-22.2	20.5	1.2	8.4	-14.2	-12.0
Gli-Sufu antag	-46.1	-6.8	5.8	-5.1	2.4	0.5	22.3
APJ antag	12.3	3.9	7.6	15.6	7.5	14.4	-20.9
Jurkat NFkB inh	-14.9	-18.8	-1.8	-7.8	10.2	-10.6	2.9
UBC13 inh	8.6	-10.8	-1.0	2.1	-1.4	-2.1	-23.0
CXCR6 inh	0.7	0.8	5.5	6.5	2.4	0.5	-20.4
EBI2 antag	-0.1	-7.6	-3.4	7.1	-2.0	-7.6	-4.7
CCR6 antag	13.4	0.4	-10.1	-0.1	6.7	7.5	4.9

11) Cc1ccc(CNC(=O)c2ccccc2NS(=O)(=O)c2ccc(Cl)nc2)cc1
12) O=C(O)/C=C/C(=O)Nc1ccc2c(c1)C(=O)c1ccccc1C2=O
assay / compound	11	12
697 NFkB inh	-7.9	-14.3
Gli-Sufu antag	0.2	-8.3
APJ antag	-9.6	-46.8
Jurkat NFkB inh	11.8	-21.4
UBC13 inh	7.3	-6.7
CXCR6 inh	4.0	-8.6
EBI2 antag	0.1	-5.7
CCR6 antag	-9.9	-8.7

Other compounds follow:
16) CC(C)(C)c1nc2c(Br)cc(Br)cc2c(=O)o1
17) O=C(Nc1ccc2c(c1)C(=O)N(CC1CCCO1)C2=O)c1ccc(Cl)c(Cl)c1 (stereo unspecified)
18) CCO[C@H]1OC(C(=O)NCc2ccccc2)=C[C@@H](c2cn(C(C)=O)c3ccccc23)[C@@H]1CCCO
19) CN(/N=C/c1cccnc1)c1cnn(-c2ccc(F)c(Cl)c2)c(=O)c1Cl
20) Cc1nc(N)sc1C(=O)OCC(C)C
assay / compound	16	17	18	19	20
697 NFkB inh	-7.4	-14.1	-4.1	-27.1	-3.4
Gli-Sufu antag	-2.8	-5.5	13.4	-4.2	3.2
APJ antag	-8.5	10.4	-35.4	-8.8	-25.7
Jurkat NFkB inh	-13.3	-5.5	12.8	-8.9	2.6
UBC13 inh	2.3	-0.5	8.5	14.4	55.9*
CXCR6 inh	-3.1	7.2	7.0	-12.4	13.3
EBI2 antag	-5.2	9.1	7.9	-1.4	-9.6
CCR6 antag	7.3	13.1	11.2	4.2	-0.4

21) CC(=O)NCCC(=O)Nc1nc2ccc(Oc3ccccc3)cc2s1
22) Cc1ccc(SCC(=O)N(C)C2CCS(=O)(=O)C2)cc1 (stereo unspecified)
23) O=C(Nc1nccs1)[C@@H]1CC=C[C@@H]2CCN(Cc3ccccc3)C(=O)[C@@H]21
24) COc1ccc(CCN2C(=O)C=CC2=O)cc1OC
25) O=C(NC(=S)Nc1cccc([N+](=O)[O-])c1)C1CCCC1
assay / compound	21	22	23	24	25
697 NFkB inh	-161.9	-13.8	3.7	nt	-21.3
Gli-Sufu antag	-65.2	7.2	-1.4	6.1	3.0
APJ antag	5.7	-2.6	16.4	nt	3.6
Jurkat NFkB inh	-111.5	-1.0	8.1	nt	-14.8
UBC13 inh	-2.1	-6.1	6.2	nt	-9.4
CXCR6 inh	3.9	5.8	-1.8	93.1*	17.1
EBI2 antag	-0.1	5.2	-6.2	7.7	0.5
CCR6 antag	-9.1	4.6	5.7	109.2*	30.0

26) CN(c1ccc(Cl)cc1)S(=O)(=O)c1nnc(NC(=O)c2ccco2)s1
27) N#Cc1ccccc1NC(=O)CN1CCOCC1
28) CCn1c(C)nc2cc(C(=O)N/N=C(\C)c3ccc(N4CCOCC4)cc3)ccc21
29) COc1cc(C(=O)Nc2ccc(N(C)C)cc2)cc(OC)c1OC
30) COc1ccc(-c2cc(C(=O)NCc3cccnc3)no2)cc1OC
assay / compound	26	27	28	29	30
697 NFkB inh	-0.6	10.7	-1.3	-8.2	5.6
Gli-Sufu antag	6.2	2.3	5.2	-40.0	4.9
APJ antag	-9.5	15.4	-1.4	9.4	5.2
Jurkat NFkB inh	6.5	0.3	-13.6	-20.0	-3.9
UBC13 inh	-7.5	-1.2	-13.1	-5.2	15.4
CXCR6 inh	1.4	2.8	-0.2	-15.2	-2.9
EBI2 antag	-8.9	-12.4	-3.1	-11.3	-4.3
CCR6 antag	12.3	7.2	-6.4	1.5	1.9

31) N#C/C(=C\c1cccs1)C(=O)NCc1cccnc1
32) CCOCCn1c(CN2CCCCC2)nc2c1c(=O)n(C)c(=O)n2C
33) CN(C(=O)c1ccc(F)c(S(=O)(=O)N2CCOCC2)c1)C1CCCCC1
34) CC(=O)Nc1ccc(NC(=O)COc2c(C)cc(Br)cc2C)cc1
35) O=C(CCCNS(=O)(=O)c1cccs1)N1CCN(c2cccc(Cl)c2)CC1
assay / compound	31	32	33	34	35
697 NFkB inh	10.3	1.4	4.8	-0.9	-0.3
Gli-Sufu antag	-0.6	0.0	3.1	1.4	7.0
APJ antag	-19.9	11.3	16.9	6.1	-0.3
Jurkat NFkB inh	6.5	-0.6	0.4	-6.3	17.1
UBC13 inh	-6.5	4.4	0.4	-3.5	0.6
CXCR6 inh	-1.4	0.4	-6.2	-4.4	-4.4
EBI2 antag	2.1	-0.8	-2.5	4.7	-1.1
CCR6 antag	-9.3	-6.7	10.8	8.5	-12.3

36) CCCn1nnc(NC(=S)NC(=O)CC)n1
37) CCOc1ccc(CC(=O)OCn2nnc3ccccc3c2=O)cc1
38) Cc1cc(C)c(C)c(S(=O)(=O)NCc2ccncc2)c1C
39) O=c1[nH][nH]c2nc(C(F)(F)F)cc(C(F)(F)F)c12
40) O=C(C1CCN(S(=O)(=O)c2cc(Cl)ccc2Cl)CC1)N1CCCC1
assay / compound	36	37	38	39	40
697 NFkB inh	1.2	9.2	-20.5	-4.9	0.9
Gli-Sufu antag	-3.5	-9.8	22.0	-1.0	-8.9
APJ antag	15.8	5.5	9.1	17.8	-11.7
Jurkat NFkB inh	-4.9	-6.6	28.0	-0.8	-19.0
UBC13 inh	-26.8	-2.5	3.3	-23.6	0.5
CXCR6 inh	4.7	5.8	-7.7	7.8	1.4
EBI2 antag	-5.3	-9.7	-13.0	-23.7	5.1
CCR6 antag	-1.4	7.8	6.3	7.5	14.4

41) Cc1ccc(S(=O)(=O)N(CCC(=O)NCc2ccc(S(N)(=O)=O)cc2)c2ccccc2)cc1
42) C=CC[N+](C)(C)CC(=O)OCc1ccccc1
43) c1ccc2c(c1)ncn2CCC1CCCCC1
44) CCCCn1c(N)c(N(CCOC)C(=O)CCc2ccc(OC)cc2)c(=O)[nH]c1=O
45) C=CCNC(=S)N1CCN(c2cc3c(cc2F)c(=O)c(C(=O)O)cn3CC)CC1
assay / compound	41	42	43	44	45
697 NFkB inh	0.2	6.1	-6.9	9.8	4.3
Gli-Sufu antag	-4.8	0.1	-10.3	1.5	-7.8
APJ antag	13.5	0.8	24.4	8.2	9.1
Jurkat NFkB inh	0.2	-2.1	-11.5	9.7	-4.6
UBC13 inh	-2.4	1.4	17.4	6.1	12.0
CXCR6 inh	-10.2	-4.3	0.5	0.2	-8.9
EBI2 antag	2.7	-6.5	-11.8	2.9	-0.8
CCR6 antag	4.8	-2.4	-2.6	8.8	2.5

46) O=C(Cc1ccc(S(=O)(=O)N2CCOCC2)s1)Nc1ccc2c(c1)CCC2
47) Cc1c([N+](=O)[O-])c(C(=O)N2CCCC2)nn1C
48) CC1CCCCN1CCNC(=O)C1CCCN(c2ncnc3c2nc2n3CCCCC2)C1 (stereo unspecified)
49) Cc1ccc(C)c(CN2CCC(n3nccc3NC(=O)C3CCCC3)CC2)c1
50) CN(CC(=O)Nc1c(Cl)cccc1Cl)C(=O)c1cc2ccccc2cc1O
assay / compound	46	47	48	49	50
697 NFkB inh	-43.7	10.4	-18.8	16.9	5.7
Gli-Sufu antag	-8.8	-0.2	-11.1	16.8	-15.3
APJ antag	11.9	3.7	-7.4	5.7	-19.5
Jurkat NFkB inh	-30.6	7.6	25.3	2.4	-5.1
UBC13 inh	0.7	15.2	27.9	12.0	0.6
CXCR6 inh	4.7	2.6	2.7	4.5	5.8
EBI2 antag	1.2	-7.7	-3.9	-0.9	-9.3
CCR6 antag	18.2	-1.4	3.1	4.3	4.6

51) Cc1ccc(NC(=S)N(Cc2ccccc2)C(C)C)cc1
52) COc1ccc2oc(=O)c(C(=O)N3c4ccccc4CC3C)cc2c1 (stereo unspecified)
53) CC1CN(Cc2ccccc2)c2nc3c(c(=O)n(CC(N)=O)c(=O)n3C)n2C1 (stereo unspecified)
54) O=C(N1CCN(c2ccccc2F)CC1)C12CC3CC(CC(C3)C1)C2
assay / compound	51	52	53	54
697 NFkB inh	15.4	12.2	11.3	14.4
Gli-Sufu antag	-5.3	-6.9	-4.0	8.0
APJ antag	-1.6	-5.1	15.1	-28.4
Jurkat NFkB inh	-25.7	4.0	13.7	3.5
UBC13 inh	-1.2	-7.7	4.5	2.6
CXCR6 inh	-6.2	1.4	-0.9	-3.5
EBI2 antag	9.4	-0.1	1.5	3.1
CCR6 antag	-6.4	9.8	-1.1	10.5

Compounds were not picked by outcome. About 3% of those tested had a hit in this group.
